# TRHR enhancer: qHTS for Small Molecule Agonists and Allosteric Enhancers of Human TRH Receptor: Primary Screen for Enhancers; enhancement, % at 2 µM; TRHR cells, fluo-8 calcium fluorescence, EC20 TRH enhancement; 0.66% of 360,000 active; Thyrotropin-releasing hormone receptor (Homo sapiens), P34981; AID 493056, 2011; in the data active = enhancement above about 30%; also: 0% is about no effect
#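 Enhancer read-out: after compound pinning and an initial kinetic agonist-mode read, an EC20 of TRH (10 nM final) was injected and fluo-8 calcium signal (Ex 480/Em 530) followed at 1 s/cycle for 100 cycles in TRHR-expressing cells.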
# TRHR agonist: qHTS for Small Molecule Agonists and Allosteric Enhancers of Human TRH Receptor: Primary Screen for Agonists; 0.18% of 360,000 active; TRHR cells, calcium flux fluo-8, FDSS agonist mode; activation, % at 2 µM; also: 0% is about no effect
#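 In this calcium-flux screen, cells bearing human TRHR are dye-loaded with fluo-8, baselined for 10 cycles, then exposed to library compounds; positive kinetic calcium responses during the agonist phase mark hits, with TRH as control.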
# D2 antagonist: HTS Assay for Allosteric Antagonists of the Human D2 Dopamine Receptor: Primary Screen for Antagonists; AID 485344, 2010; 2% of 340,000 active; HEK293 TREx D2 cells, calcium flux, dopamine EC80; inhibition, % at 10 µM; in the data active = inhibition above about 30%; also: 0% is about no effect
#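 Calcium mobilization kinetics were recorded at 1 s intervals in tetracycline-induced HEK293 T-REx D2 cells, first for 180 s after compound addition and then 180 s after EC80 dopamine.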
# D1 antagonist: Antagonist of Human D 1 Dopamine Receptor: qHTS; D(1A) dopamine receptor (Homo sapiens), P21728; HEK293 TREx D1 cells, calcium flux, dopamine EC80; hits give low values; activity change, negative = inhibition, % at 10 µM; 3.2% of 360,000 active; AID 504652, 2011; in the data active = activity change below about -30%; also: % is scaled to controls: 0 for no effect and ±100 for the full control effect
#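 HEK293 T-REx cells expressing inducible, force-coupled D1 receptor; no-wash Ca dye, 30–90 min RT. Cmpd → 180 s read at 1 Hz → EC80 DA → 180 s read.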
# D1 agonist: Allosteric Agonists of the Human D1 Dopamine Receptor: qHTS. D(1A) dopamine receptor (Homo sapiens), P21728. AID 504660, 2011. 1% of 360,000 active. activation, % at 2 µM. HEK293 T-REx D1 cells, calcium flux, agonist mode; also: 0% is about no effect
#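 Agonism was scored from calcium flux recorded over 180 s (1 read/s) after pintool compound addition, following a 10-cycle baseline. Cells were inducible force-coupled HEK293 TREx D1, plated overnight at 30 C and loaded with no-wash calcium dye.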
# RXFP1 antagonist: qHTS Assay for Antagonists of the Relaxin Receptor RXFP1 | Relaxin receptor 1 (Homo sapiens), Q9HBX9 | HEK293-RXFP1, relaxin-stimulated cAMP HTRF, 30 min; hits give low values | activity change, negative = inhibition, % at 57.5 µM | 0.59% of 350,000 active | AID 1259400, 2018;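 active = activity change of -60% or lower, but not beyond a set lower limit; inconclusive = change between -60% and -40%, or beyond the set limit; inactive = change above -40%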; also: % is scaled to controls: 0 for no effect and ±100 for the full control effect
# Target sequence (Q9HBX9 whole entry, looked up): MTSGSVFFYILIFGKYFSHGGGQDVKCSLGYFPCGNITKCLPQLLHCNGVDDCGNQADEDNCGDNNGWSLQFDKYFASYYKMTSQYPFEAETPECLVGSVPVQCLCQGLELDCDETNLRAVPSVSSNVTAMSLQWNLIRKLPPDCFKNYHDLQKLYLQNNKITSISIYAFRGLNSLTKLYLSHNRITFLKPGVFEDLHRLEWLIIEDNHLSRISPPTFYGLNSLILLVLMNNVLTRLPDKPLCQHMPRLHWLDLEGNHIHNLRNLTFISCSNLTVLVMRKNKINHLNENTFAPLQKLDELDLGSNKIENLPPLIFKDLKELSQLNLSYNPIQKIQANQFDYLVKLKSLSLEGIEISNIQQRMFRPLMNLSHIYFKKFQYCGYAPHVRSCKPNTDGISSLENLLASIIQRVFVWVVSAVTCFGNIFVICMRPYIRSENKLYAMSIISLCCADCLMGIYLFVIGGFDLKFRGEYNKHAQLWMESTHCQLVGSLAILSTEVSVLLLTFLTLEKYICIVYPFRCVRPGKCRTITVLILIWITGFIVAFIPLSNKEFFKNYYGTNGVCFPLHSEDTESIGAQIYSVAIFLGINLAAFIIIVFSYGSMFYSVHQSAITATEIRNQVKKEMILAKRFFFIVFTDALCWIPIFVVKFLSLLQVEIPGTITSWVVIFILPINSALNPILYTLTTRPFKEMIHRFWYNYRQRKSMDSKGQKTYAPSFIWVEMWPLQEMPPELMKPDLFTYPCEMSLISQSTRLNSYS
# D2 agonist: HTS Assay for Allosteric Agonists of the Human D2 Dopamine Receptor: Primary Screen for Agonists; 0.53% of 340,000 active; D(2) dopamine receptor (Homo sapiens), P14416; HEK293 T-REx D2 cells, calcium flux agonist mode; activation, % at 2 µM;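 active = activation over 3 SD above normal in the single-dose calcium agonist read, cut at about 30% in these data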; also: 0% is about no effect
#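 Agonism is scored from calcium flux in a force-coupled, inducible HEK293 cell line expressing D2, read kinetically for 180 s after compound addition against dopamine controls.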
# D2 PAM: HTS Assay for Positive Allosteric Modulators of the Human D2 Dopamine Receptor: Primary Screen for Potentiators; 0.34% of 340,000 active; HEK293 T-REx D2, calcium flux, EC20 dopamine potentiation; D(2) dopamine receptor (Homo sapiens), P14416; potentiation, % at 10 µM;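 active = potentiation over 3 SD above the plate norm, cut at about 30% in these data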; also: 0% is about no effect
#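 Potentiation of an EC20 dopamine calcium response is measured in a force-coupled, tetracycline-inducible Hek293 Trex D2 line. Compound-only kinetic reads over 180 s flag agonists before dopamine addition.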
# D1 PAM: Potentiators of Human D1 Dopamine Receptor: qHTS; potentiation, % at 10 µM; D(1A) dopamine receptor (Homo sapiens), P21728; AID 504651, 2011; 0.036% of 360,000 active; HEK293 TREx D1 cells, calcium flux, dopamine EC20 potentiation; in the data active = potentiation above about 30%; also: 0% is about no effect
# An asterisk follows results filed as active; ? = inconclusive; nt = no result given. Rule as the data show it, unless noted: active = activation above about 30%; inactive = the rest.
SMILES,TRHR enhancer,TRHR agonist,D2 antagonist,D1 antagonist,D1 agonist,RXFP1 antagonist,D2 agonist,D2 PAM,D1 PAM
C(=C\c1ccco1)/c1nc2ccccc2[nH]1,-4,2.2,-6,-5,2,-18,14,-5,-4
Cc1csc(N2CCCC2=O)n1,41*,0.5,0,-9,4,9,1.2,10,-5
COc1ccc(-c2cc(C(=O)Nc3cnn(Cc4ccc(F)cc4)c3)no2)cc1OC,-6,-0.3,nt,-3,-1,-5,0.9,1,0
COCC(=O)Nc1ccc2c(c1)OCC(=O)N2Cc1ccccc1F,4,-0.1,-19,4,4,-3,1.0,7,-1
COc1ncnc2c1NC(=O)CS2,5,0.0,-6,7,3,-12,0.2,-1,-2
C=CCOc1cccc(C2C(C(=O)c3ccco3)=C(O)C(=O)N2Cc2cccnc2)c1 (configuration not stated),0,-1.9,3,-4,4,-2,-2.3,0,1
COc1ccccc1C(=O)N(C1=NC(C)CS1)c1ccc(Cl)cc1 (configuration not stated),2,0.1,-8,2,3,-8,-0.8,-8,-4
COc1cc(OC)cc(OC(=O)C2CCN(C(=O)c3ccc(F)cc3)CC2)c1,-5,0.2,14,-11,1,-5,-0.4,-2,0
C=CCOc1ccc2ccccc2c1CNn1c(C)n[nH]c1=S,4,-1.0,-7,5,1,-3,-1.0,3,-2
Cn1c(=NC(=O)CSCC(=O)N2CCCCC2)sc2ccccc21,-4,-0.2,-5,-17,0,-1,-0.6,2,-11
COc1ccc(S(=O)(=O)Nc2ccc(S(=O)(=O)N3CCCCC3)cc2)cc1OC,3,0.1,-4,22,-2,2,-0.1,10,0
COc1ccc(/C=N\NC(=O)c2cc3c(ccc4ccccc43)o2)cc1O,-2,-0.3,10,-8,0,-4,0.3,11,-1
CCOc1ccccc1N1CCN(Cc2cccc(OC)c2OC)CC1,-6,-0.3,87*,3,9,-2,26,-32,-7
Cc1cc(C(=O)OCC(=O)c2ccc(Br)s2)c(C)o1,-4,-0.1,-5,-23,1,nt,-0.8,-8,4
COc1cc(CNCc2ccccn2)ccc1OCc1ccc(Cl)cc1Cl,3,0.6,4,-11,22,?,0.0,2,-1
COc1ccc(N)c2c1OCCC2=O,15,-0.3,-10,-1,1,-3,0.0,6,6
CC(C)(C)OC(=O)N1CCC(c2c(C(=O)N3CCN(C4CCCCC4)CC3)cnn2-c2ccc(F)cc2)CC1,-9,-1.0,-11,8,0,-9,-0.2,2,3
COc1ccc(-c2nnc(SCC(=O)Nc3cccnc3Cl)n2C)cc1,4,0.2,-2,-17,3,-6,-1.9,8,-4
O=C(Cc1ccccc1)N1CCN(S(=O)(=O)c2cccc([N+](=O)[O-])c2)CC1,-2,0.3,-6,6,1,9,0.3,6,1
CCOc1ccc2c(c1)C(=O)C(=O)N2CC1COc2ccccc2O1 (configuration not stated),-14,0.6,10,-4,0,7,0.6,-5,-5
CCOC(=O)c1ccc(CS(=O)c2ccc(Cl)cc2)o1 (configuration not stated),-8,-0.5,-9,30,0,1,-0.3,-8,2
O=C(NC1CCN(S(=O)(=O)c2ccccc2)CC1)c1cccc(F)c1,10,-0.4,-8,-3,-1,-12,-0.4,9,-1
Cn1nnnc1SCC(=O)Nc1nc(-c2ccc(F)c(F)c2)cs1,0,-0.2,-8,-16,6,-2,0.3,-7,3
CCc1c(C)c2cc(Cl)c(O)c(CN(C)C)c2oc1=O,0,-0.3,-20,7,1,6,0.7,5,0
COc1ccc(Nc2nc(NC(C)(C)C)nc(N3CCCC3)n2)c(OC)c1,-1,-0.1,-6,14,0,-4,-0.2,-6,0
COc1ccc(NC(=O)CN(C)C(=O)c2ccccc2SCC(=O)N2CCCC2)cc1,13,-1.2,-21,-25,-1,-3,-0.2,-1,-6
COc1ccc(NC(=O)Cn2nnc3sc4c(c3c2=O)CC(C)(C)OC4)cc1,-2,0.1,14,15,1,1,0.6,11,-5
COc1ccccc1N1CCN(C(=O)CN2C(=O)COc3ccc(S(=O)(=O)N4CCC(C)CC4)cc32)CC1,-2,-1.3,nt,11,-1,nt,-0.5,15,0
O=C(NCCc1ccccc1)c1cc(=O)[nH]c2ccccc12,0,-0.5,-5,-3,1,6,1.0,-3,-3
COc1ccc(C2=CC(c3ccc(C)cc3)n3nnnc3N2)cc1 (configuration not stated),-8,-0.5,5,11,7,-4,-0.5,-3,7
CC1(C(=O)O)CCC(C(=O)NNC(=O)c2ccccc2O)C1(C)C (configuration not stated),-7,6.4,-4,9,1,8,-0.4,8,0
COc1cccc(NC(=O)C2C3C=CC4(O3)C2C(=O)N(C2CC2)C4C(=O)NC2CCCCC2C)c1 (configuration not stated),0,0.3,7,-25,0,1,1.0,-2,-3
O=C(CN1C(=O)CC(c2ccco2)Sc2ccccc21)NC1CCCCC1 (configuration not stated),10,-2.3,-2,-18,1,nt,-0.6,12,0
Cc1ccc(NC(=O)CSc2nc3c(c(=O)[nH]2)CCCC3)cc1C,16,-0.4,-6,-14,7,16,-0.8,-1,-4
FC(F)(F)c1nnc2ccc(Cl)nn12,3,0.6,-13,-5,2,-6,1.6,-5,-5
Cc1cc(C)cc(C(=O)NCC(=O)OCC(=O)Nc2cccnc2Cl)c1,4,-0.5,-3,-6,3,-2,-0.8,1,0
Cc1cccc(/C=N/NC(=O)Cc2cccs2)c1,3,0.5,9,13,1,-26,-0.5,-12,-3
NNC(=O)c1n[nH]c(=O)c2ccccc12,0,0.3,2,5,2,-4,0.1,-9,-1
CCC(CC)NC(=O)Nc1ccccc1C,-1,0.1,3,-7,7,-8,0.9,4,2
COC(=O)c1c(NC(=O)c2ccco2)sc2c1C(C(=O)OC)CC2 (configuration not stated),-2,-0.1,-8,-8,0,8,0.0,12,1
CCc1nn(CCCC(=O)Nc2ccc(C)c(C)c2)c(=O)c2cc3occc3n12,9,-0.4,7,29,0,-1,-0.1,2,-3
Cc1ccc(S(=O)(=O)N(C)c2ccc(C(=O)NCC(c3cccs3)N3CCOCC3)cc2)cc1 (configuration not stated),-5,-0.5,-12,-2,2,2,-0.3,-6,0
CN(Cc1cccs1)C(=O)CN1CCN(S(=O)(=O)c2ccc3c(c2)OCCCO3)CC1,-7,0.5,0,-9,1,7,0.0,-10,-5
CCOC(=O)c1c(S(=O)(=O)N2CCCC(C(=O)N3CCN(c4ccc(F)cc4)CC3)C2)c(C)n(C)c1C (configuration not stated),4,-0.4,nt,-4,1,1,0.0,13,-2
COc1ccc(S(=O)(=O)N(C)CC(=O)Nc2ccc3c(c2)OCCO3)cc1OC,5,-0.6,-1,7,0,8,-0.2,26,-2
C(=N\n1cnnc1SCc1ccccc1)/c1ccco1,-2,-0.6,3,-16,2,-11,-1.1,-10,0
CC(=O)c1cccc(NC(=S)NCCc2ccc(F)cc2)c1,-3,0.0,2,nt,10,0,-0.3,0,-6
Cc1oc(-c2ccccc2F)nc1CN1CCC(C(=O)NCCC2=CCCCC2)CC1,3,-0.4,32*,-3,8,-11,5.7,2,-6

# Exported as tab-separated lines: entries from further up
Compound	TRHR enhancer	TRHR agonist	D2 antagonist	D1 antagonist	D1 agonist	RXFP1 antagonist	D2 agonist	D2 PAM	D1 PAM
Cc1ccc(NC(=O)CSc2nc3c(c(=O)[nH]2)CCCC3)cc1C	16	-0.4	-6	-14	7	16	-0.8	-1	-4
FC(F)(F)c1nnc2ccc(Cl)nn12	3	0.6	-13	-5	2	-6	1.6	-5	-5
Cc1cc(C)cc(C(=O)NCC(=O)OCC(=O)Nc2cccnc2Cl)c1	4	-0.5	-3	-6	3	-2	-0.8	1	0
Cc1cccc(/C=N/NC(=O)Cc2cccs2)c1	3	0.5	9	13	1	-26	-0.5	-12	-3
NNC(=O)c1n[nH]c(=O)c2ccccc12	0	0.3	2	5	2	-4	0.1	-9	-1
CCC(CC)NC(=O)Nc1ccccc1C	-1	0.1	3	-7	7	-8	0.9	4	2
COC(=O)c1c(NC(=O)c2ccco2)sc2c1C(C(=O)OC)CC2 (configuration not stated)	-2	-0.1	-8	-8	0	8	0.0	12	1
CCc1nn(CCCC(=O)Nc2ccc(C)c(C)c2)c(=O)c2cc3occc3n12	9	-0.4	7	29	0	-1	-0.1	2	-3
Cc1ccc(S(=O)(=O)N(C)c2ccc(C(=O)NCC(c3cccs3)N3CCOCC3)cc2)cc1 (configuration not stated)	-5	-0.5	-12	-2	2	2	-0.3	-6	0
CN(Cc1cccs1)C(=O)CN1CCN(S(=O)(=O)c2ccc3c(c2)OCCCO3)CC1	-7	0.5	0	-9	1	7	0.0	-10	-5
CCOC(=O)c1c(S(=O)(=O)N2CCCC(C(=O)N3CCN(c4ccc(F)cc4)CC3)C2)c(C)n(C)c1C (configuration not stated)	4	-0.4	nt	-4	1	1	0.0	13	-2
COc1ccc(S(=O)(=O)N(C)CC(=O)Nc2ccc3c(c2)OCCO3)cc1OC	5	-0.6	-1	7	0	8	-0.2	26	-2
C(=N\n1cnnc1SCc1ccccc1)/c1ccco1	-2	-0.6	3	-16	2	-11	-1.1	-10	0
CC(=O)c1cccc(NC(=S)NCCc2ccc(F)cc2)c1	-3	0.0	2	nt	10	0	-0.3	0	-6
Cc1oc(-c2ccccc2F)nc1CN1CCC(C(=O)NCCC2=CCCCC2)CC1	3	-0.4	32*	-3	8	-11	5.7	2	-6

# Additional records follow:
SMILES,TRHR enhancer,TRHR agonist,D2 antagonist,D1 antagonist,D1 agonist,RXFP1 antagonist,D2 agonist,D2 PAM,D1 PAM
Cc1ccc(CN2COc3c(Cl)cc4c(-c5ccccc5)cc(=O)oc4c3C2)cc1,4,2.7,nt,-32*,6,-17,0.2,-11,-1
CCCNCC1COc2ccccc2O1 (configuration not stated),-3,0.4,33*,-21,1,-2,13,-29,-14
CCC1CCCCN1Cc1nc2c(c(=O)n(C)c(=O)n2C)n1CC(C)C (configuration not stated),3,-1.6,-10,-19,1,13,-0.7,3,-6
Cc1ccccc1Nc1c(-c2c[nH]c3ccccc23)nc2ccccn12,6,-0.1,nt,3,2,-18,0.6,1,1
O=C(CSc1nc2ccccc2s1)NCCOc1ccc(Cl)cc1,-4,0.9,8,-19,5,-2,0.4,5,-2
CCSc1nnc(-c2cc(Br)ccc2NC(C)=O)c(=O)[nH]1,18,0.1,-1,-13,0,7,0.3,-1,6

# High-throughput results deposited in PubChem BioAssay by National Center for Advancing Translational Sciences (NCATS).
